Screens (PubChem)
West Nile antiviral: West Nile virus antiviral activity, cell-based, CPE readout (AID 1621); West Nile virus-infected cells, CPE inhibition; higher % means a stronger effect; CPE inhibition, % at 10 µM; hits with a dose series show IC50 in µM; 290,000 compounds, 0.02% hits; in the data active = a potency from the dose series; inconclusive = CPE inhibition mostly from about 3.7% at the one dose, without a potency; inactive = the rest, 99 in 100 with CPE inhibition below about 2.2%; note: strong numbers were not always called active
NS5 inhibitors: Dengue-2 NS5 methyltransferase inhibitors, primary screen, biochemical, confirmation dose response (AID 588689) | Genome polyprotein (Dengue virus type 2 (strain 16681-PDK53)) | Dengue-2 NS5 methyltransferase capping enzyme assay, biochemical; higher % means a stronger effect | one-dose inhibition, % at 25 µM; IC50 in µM for titrated hits | 340,000 compounds, 0.3% hits; in the data active = a potency from the dose series; inconclusive = inhibition above about 29% without an active follow-up result
NOD1 inhibition: NOD1 signaling inhibitors, primary screen, cell-based, luminescence, uHTS (AID 1578). NOD1-driven NF-kB luciferase reporter cells, luminescence; higher % means a stronger effect. one-dose inhibition, % at 4 µM; EC50 in µM for titrated hits. 290,000 compounds, 1% hits; in the data active = inhibition mostly above about 36%, no sharp cut-off; inactive = mostly below about 34%;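 note: HEK-293T reporter cells stimulated with the NOD1 agonist gamma-tri-DAP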
HIV fusion peptide: inhibitors of HIV fusion peptide binding, primary screen, biochemical, uHTS, fluorescence dequenching (AID 1986); cell-free peptide binding, fluorescence dequenching, 30 min; higher % means a stronger effect; inhibition, % at 20 µM, or IC50 in µM where a hit was titrated; 290,000 compounds, 0.3% hits; in the data active = inhibition mostly above about 52%, no sharp cut-off; inactive = mostly below about 76%; note: some results filed as inactive read as strong as hits
KOR beta-arrestin-1: KOR agonists, beta-arrestin recruitment, primary screen, cell-based, luminescence, uHTS (AID 1777); Kappa-type opioid receptor (Homo sapiens); KOR beta-arrestin recruitment, luminescence; higher % means a stronger effect; activation, % at 10 µM, or EC50 in µM where a hit was titrated; 280,000 compounds, 0.02% hits; in the data active = activation above about 50%, passing the limit was not always enough; note: a part of the inactive calls stands beside numbers as strong as those of hits
KOR beta-arrestin-2: KOR antagonists, beta-arrestin recruitment, cell-based, luminescence, uHTS (AID 1778). Kappa-type opioid receptor (Homo sapiens). KOR beta-arrestin recruitment, luminescence, antagonist mode; higher % means a stronger effect. inhibition, % at 10 µM, or IC50 in µM where a hit was titrated. 290,000 compounds, 0.091% hits; note: strong numbers were not always called active
Yfh1-depleted yeast: enhancers of respiration in Yfh1-depleted yeast, dose response, Friedreich's ataxia, plus single-dose screen (AID 1465); S. cerevisiae Yfh1-off respiration, WST-1 reduction, 72 h; higher fold induction means a stronger effect; fold induction at 50 µM; hits with a dose series show EC50 in µM; 220,000 compounds, 0.074% hits;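 active = fold induction of absorbance versus untreated yeast above a set limit, then at least 30% activation at any dose in follow-up; inconclusive = repeats straddling the limit, or above it without dose testing; inactive = fold induction below the set limit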;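 note: activators that raise dye reduction in frataxin-depleted yeast; strong numbers were not always called active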
HEK293 NOD2/NF-kB: NOD2 signaling inhibitors, cell-based, luminescence, uHTS, HEK293 (AID 1566); inhibition, % at 4 µM; hits with a dose series show EC50 in µM; HEK293 NOD2/NF-kB luciferase reporter, luminescence; higher % means a stronger effect; 290,000 compounds, 0.63% hits; note: many of its hits are not listed in these tables
AID2073: inhibitors of Mint1-CaV2.2 protein interaction, biochemical, HTRF (AID 2073); one-dose inhibition, % at 20 µM; IC50 in µM for titrated hits; 290,000 compounds, 0.19% hits; HTRF protein-protein interaction, Mint1-CaV2.2; higher % means a stronger effect; in the data active = inhibition mostly above about 51%, no sharp cut-off; inconclusive = no clear call, values can overlap the other calls; inactive = mostly below about 53%; note: some results filed as inactive read as strong as hits
NS5 inhibitors pilot replicate: also measured in NS5 inhibitors; calls as there; inhibition, %; measured here: pilot screen replicate inhibition
* = called active by the depositor; i = inactive; ? = inconclusive; . = no result given; [ ] = remark or other dose. Cut-off read from the data, not from the text of the source, unless noted: active = inhibition above about 50%; inactive = the rest. Some of the compounds tested; rates above refer to the full screens.

SMILES	West Nile antiviral	NS5 inhibitors	NOD1 inhibition	HIV fusion peptide	KOR beta-arrestin-1	KOR beta-arrestin-2	Yfh1-depleted yeast	HEK293 NOD2/NF-kB	AID2073	others
CCOC(=O)N1CCN(S(=O)(=O)c2ccc(OC)c(Cl)c2)CC1	-0.5%	-7%	-9%	-0.9%	-1.4%	5%	i	20%	4%
CCCN(CCC)C(=O)C1CC(=O)OC12CCCCC2 (configuration not stated)	0.6%	.	-23%	0.3%	-4.7%	-27%[20 µM]	i	13%	11%
COc1ccc(/C=C/C(=O)C(C)(C)C)cc1OC	0.6%	-3%	-14%	-0.2%	-3.5%	8%	i	-19%	6%
CCOc1ccc(-n2c(C)nc3c(cnn3-c3ccc(Cl)cc3)c2=O)cc1	-0.7%	-7%	-16%	0.7%	34%	-13%	i	10%	4%
CCn1c(CNC(=O)Cc2ccc(OC)cc2)nnc1SCC(=O)NC1CCCCC1	0.8%	-5%	1%	0.1%	-5.1%	-22%	i	11%	2%
Cc1ccc(C(=O)COc2ccccc2-c2ccccc2)cc1C	-0.3%	-1%	-26%	-0.6%	-3.1%	-2%	i	-14%	15%
CCOC(=O)Nc1sc2c(c1C#N)CCC(C)C2 (configuration not stated)	-0.2%	-13%	-23%	1.0%	-1.6%	14%	i	-56%	7%
Cc1ccc(C)c(S(=O)(=O)NCCOc2nc(NC(C)C)nc(NC(C)C)n2)c1	-0.8%	-4%	-18%	1.0%	-4.2%	-25%	i	5%	5%
CCN1CCN(c2cc(C)c3cc(NC(=S)N4CCCCC4)ccc3n2)CC1	-0.6%	-11%	-5%	-2.3%	-8.7%	22%	i	19%	-3%
O=C(COc1ccc(C(=O)c2ccccc2)cc1)Nc1ncccc1O	-0.1%	-3%	7%	0.0%	6.7%	-50%	.	-6%	-1%
CC(NC(=O)C(Cc1ccccc1)n1cccc1)c1ccccc1 (configuration not stated)	-0.6%	-13%	-13%	0.1%	2.4%	11%	i	-5%	2%
O=C(O)CSc1cccc2cccc(C(=O)O)c12	0.2%	-3%	14%	-0.1%	-0.2%	-5%	i	-12%	2%
COc1cc(/C=C2/SC(=O)N(CC(=O)N3CCCC3)C2=O)ccc1Oc1ccc([N+](=O)[O-])cn1	-0.5%	5%	21%	-1.5%	-4.0%	8%	.	5%	1%
COc1cc(CNC(=O)C2CC2)ccc1OCc1ccccc1	-1.2%	-8%	-21%	-0.2%	-4.3%	-30%	.	-29%	6%
Cc1ccc2sc3ccc(NC(=O)c4ccccc4Cl)cc3c(=O)c2c1	-0.3%	-10%	8%	1.4%	0.0%	-26%	i	-3%	27%	NS5 inhibitors pilot replicate=2.4
Cc1nc(N(C)C)c2sc(=S)n(-c3ccccc3)c2n1	0.4%	-4%	-27%	2.5%	7.4%	-7%	i	19%	-4%
C[C@@H](C(=O)NCCc1c[nH]c2ccccc12)[C@@H]1C[C@@]1(C)[C@@H](NC(=O)OCc1ccccc1)c1ccccc1	-0.7%	6%	7%	1.0%	-0.6%	15%	i	-55%	3%
CNC(=S)N(Cc1ccc(OC)cc1)C1CC(=O)N(c2ccc(OC)cc2)C1=O (configuration not stated)	-0.4%	-1%	-11%	-0.3%	4.8%	3%	i	10%	4%
O=C1ON=C(c2ccc([N+](=O)[O-])cc2)/C1=C/c1ccccc1O	-0.4%	32µM*	0%	11%	-3.3%	2%	.	8%	?
O=C(NNC(=S)Nc1ccccc1Cl)c1ccccc1Cl	-1.1%	4%	-66%	-1.2%	2.5%	27%	.	-103%	-20%

Next section, starting with the last two of the part before.
SMILES	West Nile antiviral	NS5 inhibitors	NOD1 inhibition	HIV fusion peptide	KOR beta-arrestin-1	KOR beta-arrestin-2	Yfh1-depleted yeast	HEK293 NOD2/NF-kB	AID2073	others
O=C1ON=C(c2ccc([N+](=O)[O-])cc2)/C1=C/c1ccccc1O	-0.4%	32µM*	0%	11%	-3.3%	2%	.	8%	?
O=C(NNC(=S)Nc1ccccc1Cl)c1ccccc1Cl	-1.1%	4%	-66%	-1.2%	2.5%	27%	.	-103%	-20%
CCc1cccc2c(C(=O)C(NCCOC)c3ccccc3)c[nH]c12 (configuration not stated)	-0.7%	-4%	-28%	-1.3%	-4.8%	1%	.	11%	-5%
CCC(=O)NCCN1CCN(C(=O)CC)CC1	0.3%	4%	-8%	-0.7%	4.3%	8%	i	4%	1%
CCOC(=O)c1cc(C#N)c(=S)[nH]c1C	0.0%	-13%	-26%	0.5%	-1.8%	6%	i	8%	19%
Cc1cc(C(=O)NC2CCCc3c2cnn3-c2cccc(C)c2C)c(C)o1 (configuration not stated)	-1.0%	-7%	32%	-1.6%	-7.4%	20%	.	-8%	3%
Cc1ccc(OCC(=O)Nc2ccc(N3CCN(S(C)(=O)=O)CC3)cc2)cc1C	0.2%	-5%	-17%	-0.9%	-5.9%	-1%[20 µM]	i	8%	27%
O=C(COc1ccc([N+](=O)[O-])cc1)NCCc1nc2ccccc2[nH]1	0.1%	.	-2%	-0.2%	5.6%	9%	i	10%	-1%
C/C(=N\Nc1nc2c(s1)CCCC2)c1ccccc1	2.2%	-13%	-74%	-3.1%	4.4%	-32%	i	-144%	-27%
CCOc1cc(C#N)c(NC(=O)Cn2nnc3ccccc32)cc1OCC	0.0%	-1%	6%	-1.9%	2.6%	8%	i	-3%	5%
FC(F)(F)Oc1ccc(NC(=S)NCCCN2CCOCC2)cc1	-0.7%	-5%	-14%	-0.7%	-2.2%	23%	i	21%	-17%
CCCN1CCN(CCCNC(=O)c2ccc(CS(=O)c3ccccc3C)o2)CC1 (configuration not stated)	0.0%	-3%	-11%	-1.9%	2.3%	0%	.	6%	1%
O=C(NCc1ccccc1)C1CCCN(S(=O)(=O)c2ccc(F)cc2)C1 (configuration not stated)	-1.1%	-3%	-22%	-0.6%	-5.7%	17%	.	9%	-2%
N#Cc1c(NC(=O)CSc2nc(-c3ccco3)cc(C(F)(F)F)n2)sc2c1CCCC2	1.0%	5%	-39%	-0.6%	-1.1%	24%	i	15%	-9%
COc1cc(C)c(NC(c2ccccc2)c2ccccc2)cc1OC	-0.4%	-5%	0%	-1.9%	2.3%	7%	i	12%	-8%
CCN=C1SC(CC(=O)NCC)C(=O)N1CC (configuration not stated)	0.3%	2%	-11%	1.3%	-3.7%	-7%	.	8%	0%
CC(=O)c1cccc(NC(=O)NC2CCCCCCC2)c1	-1.2%	-3%	-21%	-0.3%	3.4%	4%	.	-5%	11%
Cc1cccc(-c2c3c(=O)n(C)c(=O)n(C)c3cn2CC2CCCO2)c1 (configuration not stated)	-0.1%	1%	9%	-0.4%	7.5%	-2%	i	8%	4%
CCOC(=O)c1c(C)[nH]c(C(=O)C(C)OC(=O)c2oc3ccccc3c2COC)c1C (configuration not stated)	0.2%	-1%	-3%	0.1%	-0.8%	-21%	i	1%	-2%
CC(C)COC(=O)N1CC(O)CC1C(=O)O (configuration not stated)	0.3%	-1%	-12%	-0.6%	-8.7%	-5%	i	-6%	5%	NS5 inhibitors pilot replicate=-1.2
COc1ccc(NC(=O)N2CCN(c3nc4ccccc4n3C(C)C)CC2)cc1	-0.9%	-2%	12%	-0.2%	.	-25%[20 µM]	i	10%	2%
COc1ccc(NC(=O)c2ccccc2CC[N+](=O)[O-])cc1	0.2%	5%	-16%	-1.7%	-5.2%	2%	i	14%	-3%
Cc1cc([N+](=O)[O-])nn1CC(=O)N1CCCc2ccccc21	-0.4%	-2%	-45%	-1.0%	1.9%	24%	i	-5%	9%
CC(NC(=O)c1ccccc1NC(=O)CN1CCc2ccccc2C1)c1ccccc1 (configuration not stated)	-0.1%	-4%	38%	0.5%	6.3%	-5%	.	-16%	3%
COc1cccc(NC(=O)c2ccn(C)n2)c1	0.7%	-1%	9%	0.6%	8.3%	-14%	i	19%	-12%
COc1cccc(CNC(=O)[C@@H](C)N2C(=O)N3CCc4c([nH]c5ccc(OC)cc45)C3(C)C2=O)c1 (some centres not stated)	-1.2%	-4%	-22%	1.1%	-0.7%	-24%[20 µM]	.	11%	10%
O=C(OCc1nnc(-c2ccc(Cl)cc2)o1)c1ccc(O)cc1	0.5%	.	-42%	-0.6%	-1.9%	-21%	i	-9%	2%
COc1ccc(NC(=S)Nc2ccc(OCc3ccccc3)cc2)c(OC)c1	-1.6%	2%	-13%	-3.4%	-4.9%	13%	i	9%	-29%
N#CC1=C(N)NC(=S)C(C(N)=O)C1c1ccccc1F (configuration not stated)	0.2%	-15%	-5%	-2.9%	-1.5%	22%	i	7%	14µM*
Cc1cccc(CN2CCCC(C(=O)N3CCc4ccccc4C3)C2)c1 (configuration not stated)	-0.5%	-3%	5%	1.4%	0.4%	-36%	i	-10%	1%
CS(=O)(=O)Nc1ccccc1C(=O)N1CCN(c2ccccc2)CC1	.	.	-8%	2.9%	2.4%	-32%	.	-6%	12%
O=C(NCCCl)NNC(=O)c1cc2ccccc2cc1O	0.5%	47%	-12%	-2.6%	5.1%	-5%	i	0%	12%
O=C(Cn1ncc2c3ccccc3n(Cc3ccccc3)c2c1=O)NCCN1CCOCC1	0.1%	4%	-12%	1.4%	-3.0%	22%	.	19%	-3%
COC(=O)C1(O)CC(C(C)C)=NN1C(=O)c1ccccc1 (configuration not stated)	0.0%	1%	-23%	0.3%	-3.3%	18%	i	4%	0%
CCc1ccc(N(C(=O)c2csnn2)C(C(=O)NC(C)(C)C)c2ccccn2)cc1 (configuration not stated)	-0.4%	-5%	-40%	-0.9%	.	33%[20 µM]	i	-38%	31%
c1ccc(CN2c3ccccc3-c3nc4ccccc4n3C2c2ccccn2)cc1 (configuration not stated)	0.0%	-4%	1%	-1.7%	46%	-8%	i	-12%	10%
O=C(NCCc1csc(-c2ccccc2)n1)c1ccco1	-0.2%	6%	-9%	-1.7%	0.1%	20%	i	4%	4%
O=C1CC(C(=O)Nc2ccc(Cl)c(Cl)c2)S/C(=N\N=C\c2ccco2)N1 (configuration not stated)	0.0%	5%	9%	0.9%	1.7%	-2%	i	18%	0%
O=C(OCc1nnc(-c2ccccc2)o1)c1cc(S(=O)(=O)N2CCOCC2)c(Cl)cc1Cl	-0.1%	-1%	10%	-1.6%	-4.0%	22%	i	8%	-4%

Retrieved one by one from above:
SMILES	West Nile antiviral	NS5 inhibitors	NOD1 inhibition	HIV fusion peptide	KOR beta-arrestin-1	KOR beta-arrestin-2	Yfh1-depleted yeast	HEK293 NOD2/NF-kB	AID2073	others
CC(NC(=O)c1ccccc1NC(=O)CN1CCc2ccccc2C1)c1ccccc1 (configuration not stated)	-0.1%	-4%	38%	0.5%	6.3%	-5%	.	-16%	3%
Cc1nc(N(C)C)c2sc(=S)n(-c3ccccc3)c2n1	0.4%	-4%	-27%	2.5%	7.4%	-7%	i	19%	-4%
CCn1c(CNC(=O)Cc2ccc(OC)cc2)nnc1SCC(=O)NC1CCCCC1	0.8%	-5%	1%	0.1%	-5.1%	-22%	i	11%	2%
